CXCR6 inh: blocks human CXCR6 beta-arrestin recruitment. CHO-K1 PathHunter CXCR6 beta-arrestin, luminescence. inhibition, % at 20 µM. 0.36% of 360,000 active; in the data active = inhibition above about 34%, passing the limit was not always enough;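 also: antagonist mode with CXCL16 agonist at 10 nM final; 0% = 10 nM CXCL16 with DMSO and 100% = unstimulated wells without agonist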
Target sequence (O00574 whole entry, looked up): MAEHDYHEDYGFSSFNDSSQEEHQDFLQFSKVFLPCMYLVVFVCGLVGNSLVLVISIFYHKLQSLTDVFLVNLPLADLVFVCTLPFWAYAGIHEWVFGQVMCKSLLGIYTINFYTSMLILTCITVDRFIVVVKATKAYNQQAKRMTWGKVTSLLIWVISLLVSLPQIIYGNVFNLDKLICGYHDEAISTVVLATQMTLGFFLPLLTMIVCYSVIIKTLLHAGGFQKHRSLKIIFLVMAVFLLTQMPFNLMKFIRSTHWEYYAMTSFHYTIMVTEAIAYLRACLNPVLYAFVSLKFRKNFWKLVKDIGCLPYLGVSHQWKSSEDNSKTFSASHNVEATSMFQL
ATG4B inhibitor: ATG4B (human) cysteine protease inhibition; Q9Y4P1; AID 504462; ATG4B cleavage of LC3-PLA2, NBD-HPC fluorescence, 1 h; inhibition, % at 8.33 µM; 0.51% of 340,000 active; in the data active = inhibition above about 40%
Target sequence (Q9Y4P1 whole entry, looked up): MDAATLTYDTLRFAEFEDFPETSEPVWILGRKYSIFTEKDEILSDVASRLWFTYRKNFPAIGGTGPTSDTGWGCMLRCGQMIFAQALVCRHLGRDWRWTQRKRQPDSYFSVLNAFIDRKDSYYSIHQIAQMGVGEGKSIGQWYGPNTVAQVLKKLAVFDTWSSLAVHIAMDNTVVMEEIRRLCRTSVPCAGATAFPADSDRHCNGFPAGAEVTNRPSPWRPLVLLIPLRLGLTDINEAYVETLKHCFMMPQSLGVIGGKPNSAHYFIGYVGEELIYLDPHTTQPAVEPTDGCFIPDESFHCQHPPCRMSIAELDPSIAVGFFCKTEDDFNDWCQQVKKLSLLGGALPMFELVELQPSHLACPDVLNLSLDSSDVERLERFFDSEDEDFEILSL
CCR6 antag: antagonists of human CCR6 receptor; inhibition, % at 20 µM; P51684; 0.49% of 340,000 active; CHO-K1 CCR6 PathHunter beta-arrestin, luminescence, CCL20-stimulated;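 active = compounds whose inhibition of the agonist-driven luminescence signal at 20 µM reaches about 50%, limit read from the data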;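 also: cells stimulated with CCL20 at 14 nM final; plate controls were DMSO with CCL20 for no effect and DMSO without agonist for full effect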
APJ antagonist: APJ receptor antagonism; CHO-K1 APJ beta-arrestin complementation, luminescence; AID 2521; inhibition, % at 20 µM; 0.32% of 330,000 active; P35414;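 active = inhibition above about 40% at 20 µM, limit read from the data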;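 also: cells challenged with 10 nM apelin-13 agonist together with compound; plate controls were apelin-13 plus DMSO wells for no effect and DMSO wells lacking apelin-13 for full effect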
UBC13 inh: human UBC13 polyubiquitination inhibition; UBC13 polyubiquitin chain formation, TR-FRET; inhibition, % at 20 µM; P61088; 0.47% of 330,000 active; AID 485273; in the data active = inhibition above about 45%, passing the limit was not always enough
Target sequence (P61088 whole entry, looked up): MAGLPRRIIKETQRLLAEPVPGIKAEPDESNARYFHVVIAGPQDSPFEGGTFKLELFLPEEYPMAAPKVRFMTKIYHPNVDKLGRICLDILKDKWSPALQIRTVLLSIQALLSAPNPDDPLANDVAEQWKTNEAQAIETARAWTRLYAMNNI
Gli-Sufu antag: Gli-Sufu pathway antagonism; Sufu-KO-LIGHT fibroblasts, Gli luciferase reporter luminescence; inhibition, % at 5 µM; 0.74% of 340,000 active;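 active = inhibition above about 55%, limit read from the data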;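 also: 0% = DMSO-treated cells and 100% = wells with medium but no cells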
APJ ag: APJ receptor agonism | P35414 | CHO-K1 APJ PathHunter beta-arrestin, luminescence; 0% DMSO wells, 100% apelin | activation, % at 20 µM | 0.11% of 330,000 active;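 active = activation more than six SD over the plate average, tested at 20 µM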;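 also: 0% = DMSO alone and 100% = apelin-13 at 10 nM; some results filed as inactive read as strong as hits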
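Material: engineered CHO-K1 APJ arrestin reporter cells; amount: 1000 CHO-K1 reporter cells seeded per well; incubation: compound stimulation 90 min at 25 °C, detection 60 min; signal: luminescent beta-gal fragment complementation, chemiluminescent substrate; read-out basis: APJ agonist activity; controls: DMSO-only wells as negative, 10 nM Apelin-13 as positive control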
EBI2 antag: blocks human EBI2 receptor beta-arrestin signaling; P32249; EBI2 beta-arrestin recruitment, luminescence, 7a,25-OHC stimulated; inhibition, % at 5 µM; 0.81% of 360,000 active; AID 651636; in the data active = inhibition above about 38%;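 also: enzyme fragment complementation signal reports receptor beta-arrestin coupling in cells; 0% = agonist plus DMSO wells and 100% = wells without agonist; some results beyond the cut were filed as inactive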
Numbers without * were called inactive; · = not tested or not shown.

SMILES	CXCR6 inh	ATG4B inhibitor	CCR6 antag	APJ antagonist	UBC13 inh	Gli-Sufu antag	APJ ag	EBI2 antag
CC(=O)NC(Cc1ccccc1)C(C)=O (centres undefined)	-9	0	7	18	-14	13	-1	-11
CCC(C)c1ccc(NC(=O)N2CCOCC2)cc1 (centres undefined)	-4	-11	-12	-28	-6	16	3	-2
Cc1cc2ccccc2nc1Br	2	-3	11	1	-2	-3	-1	-7
Cn1cccc1/C=N/n1c(-c2ccc(Cl)cc2Cl)n[nH]c1=S	3	0	-10	15	-12	0	-2	1
C[n+]1cccc(C(=O)Nc2ccccc2)c1	4	-5	12	8	5	2	-4	7
O=c1c2cc(Cl)ccc2[nH]c(=S)n1Cc1ccco1	6	7	18	38	38	9	7	8
O=C(CCc1nnc(Cc2ccc(-c3ccccc3)cc2)o1)NCCc1cccnc1	2	-8	9	-19	4	6	-2	-1
O=C1CC(NNC(=O)c2ccc(Br)cc2)C(=O)N1 (centres undefined)	11	3	1	20	9	-13	0	-11
O=C(c1ccco1)N1N=C(c2ccc(Cl)cc2)CC1(O)C(F)(F)F (centres undefined)	-3	-3	6	1	4	-1	0	-7
CC(=O)c1ccc(NC(=O)CN2CCN(S(=O)(=O)c3ccc4ccccc4c3)CC2)cc1	-2	-12	14	9	0	-5	-2	7
Cn1nc(C(=O)Nc2ccc(S(=O)(=O)N3CCOCC3)cc2)c2ccccc2c1=O	16	-10	8	14	6	4	-4	-1
CCS(=O)(=O)N1CCC(C(=O)Nc2ccccc2OC)CC1	-1	3	3	12	-1	-4	-6	5
O=[N+]([O-])c1ccc(N/N=C/c2sc(N3CCOCC3)nc2-c2ccccc2)c(S(=O)(=O)Nc2ccc(Cl)cc2)c1	52*	13	83*	·	·	90*	·	51*
Cc1ccc(NC(=O)C2CCCN2S(=O)(=O)c2ccc3c(c2)n(C)c(=O)c(=O)n3C)c(C)c1 (centres undefined)	-13	-6	12	15	-11	9	-2	0
COc1ccc(OC)c(/C(O)=C/C(=O)C(=O)Nc2cc(C)cc(C)c2)c1	-19	-16	15	24	-30	4	-2	-8

Reformatted as comma-separated lines: entries from further up.
SMILES,CXCR6 inh,ATG4B inhibitor,CCR6 antag,APJ antagonist,UBC13 inh,Gli-Sufu antag,APJ ag,EBI2 antag
Cc1ccc(NC(=O)C2CCCN2S(=O)(=O)c2ccc3c(c2)n(C)c(=O)c(=O)n3C)c(C)c1 (centres undefined),-13,-6,12,15,-11,9,-2,0
CC(=O)NC(Cc1ccccc1)C(C)=O (centres undefined),-9,0,7,18,-14,13,-1,-11
O=C(CCc1nnc(Cc2ccc(-c3ccccc3)cc2)o1)NCCc1cccnc1,2,-8,9,-19,4,6,-2,-1
COc1ccc(OC)c(/C(O)=C/C(=O)C(=O)Nc2cc(C)cc(C)c2)c1,-19,-16,15,24,-30,4,-2,-8
O=[N+]([O-])c1ccc(N/N=C/c2sc(N3CCOCC3)nc2-c2ccccc2)c(S(=O)(=O)Nc2ccc(Cl)cc2)c1,52*,13,83*,·,·,90*,·,51*
O=c1c2cc(Cl)ccc2[nH]c(=S)n1Cc1ccco1,6,7,18,38,38,9,7,8

More structures follow.
SMILES	CXCR6 inh	ATG4B inhibitor	CCR6 antag	APJ antagonist	UBC13 inh	Gli-Sufu antag	APJ ag	EBI2 antag
CC(C)c1ccc(NC(=O)[C@@H](C)NC(=O)[C@@H]2Cc3ccccc3CN2)cc1	1	2	-3	6	1	-12	-3	-1
COc1ccc(NC(=O)NC2(C(=O)N3CCCCCC3)CCCCC2)cc1	1	-3	10	4	-2	-4	-2	-5
COc1cc(NC(=O)CCc2c(C)nn(-c3ccc(N4CCOCC4)nn3)c2C)cc(OC)c1OC	-6	10	0	23	-3	-16	0	-3
CC(C(=O)NC1CC1)c1ncc(C(F)(F)F)cc1Cl (centres undefined)	-7	-14	4	-1	6	-1	-3	-3
Cc1cccc(N2CCN(C(=O)c3ccc4c(c3)OCCO4)CC2)c1C	-10	0	-5	7	13	2	-4	-5
N#CC1(NC(=O)COC(=O)C23CC4CC(CC(O)(C4)C2)C3)CCCCC1	7	-1	6	17	3	1	-1	13
CN(CC(=O)Nc1ccc(Cl)c(C(F)(F)F)c1)C(=O)Cn1cc([N+](=O)[O-])ccc1=O	-4	-3	3	2	-4	·	-2	-12
COc1ccc(-n2ccc(=O)c(C(=O)Nc3ccc(S(=O)(=O)Nc4nccs4)cc3)n2)cc1	-2	0	24	11	-11	33	1	4
CO/N=C/CC(=O)c1ccc(-c2ccccc2)cc1	-5	0	6	-15	-2	10	-3	-2
O=Cc1ccc(Oc2nc(Cl)ncc2F)cc1	-1	3	4	-6	1	·	-2	-15
Cc1ccc(S(=O)(=O)c2ccc(Cl)cc2)cc1S(N)(=O)=O	-15	-10	8	11	8	-1	-4	-20
Cc1cccc(NC(=O)C2CCCN2/C=C/C(=O)C(F)(F)F)c1C (centres undefined)	-3	-2	-4	5	2	-1	-4	-5
O=C(NCC1CCCO1)C1CCCN1C(=O)NC1CCCCC1 (centres undefined)	4	1	-6	4	-3	27	0	-2
O=C(NCc1ccccc1)C1=C[C@H](c2ccc3c(c2)OCO3)C[C@H](OCCCCO)O1	5	-4	2	6	-2	-2	-1	2
CCCOC(=O)CC1C(=O)NCCN1Cc1cc(OC)cc(OC)c1 (centres undefined)	-2	-9	14	-26	-6	3	-1	-2
COc1cc2c(cc1OC)C1C(C(=O)Nc3ccccc3N3CCN(C)CC3)c3ccccc3C(=O)N1CC2 (centres undefined)	7	2	-10	-9	3	7	-2	2
CCN1C(=O)[C@@H]2[C@@H](c3ccc(-c4ccc(OC)cc4)c(OC)c3)N3CCCC[C@@]3(C(=O)OC)[C@@H]2C1=O	-10	-3	12	-4	-37	6	1	21
COc1ccccc1C(=O)NC(=O)COC(=O)CCOc1cc(C)ccc1C	2	5	9	-5	1	3	-2	4
O=C(N/N=C/c1c(F)cccc1Cl)c1cc(C2CC2)[nH]n1	-3	16	2	13	3	-36	-1	3
O=C(CCC(=O)N(CC(=O)NC1CCCCC1)c1ccccc1F)Nc1nccs1	1	-5	6	7	1	-1	-3	1
CSc1ccc(CNc2cccc3ccccc23)cc1	-1	5	12	11	1	-4	-2	-3
O=C(Nc1c(-c2ccccc2)nc2ccccn12)c1cccc(F)c1	0	-6	9	-7	4	26	-3	5
Cc1ccc(NC(=O)COC(=O)C2(c3ccc(Cl)cc3)CCCC2)cc1	-12	4	11	-10	-2	1	3	-21
Cc1ccc(OCC(O)CN2CCOCC2)c(C)c1 (centres undefined)	0	1	-8	-15	-3	-15	2	-5
CC(C)(C)c1ccc(C(=O)N2CCC3(CC2)NCCc2[nH]cnc23)cc1	3	1	15	8	3	8	-2	-7
Cc1ccc(Cl)cc1N1CCN(C(c2cccnc2)c2nnnn2C2CCCCC2)CC1 (centres undefined)	10	-5	14	16	-2	8	1	21
Cc1ccc(C)c(C2=CSC3=NCCN23)c1	1	4	10	-3	-2	-3	0	-12
O=C(COc1cc(Cl)c(Cl)cc1Cl)NC(=O)NC1CCCC1	-4	-2	23	-8	0	-13	-4	13
CCn1c(=O)c([N+](=O)[O-])c(N2CCOCC2)c2ccccc21	4	-11	-14	6	4	4	-1	-9
CCc1ccc(N/C(=N/c2nc(C)cc(C)n2)NC(C)=O)cc1	-3	-1	6	10	0	18	-2	-4
O=C(NCC1CCN(c2ccc(S(=O)(=O)N3CCOCC3)cc2)CC1)Nc1ccccc1	-11	-7	9	-10	1	-6	1	-10
Cc1ncc(CN2CCN(Cc3ccc(F)cc3)C(CCO)C2)s1 (centres undefined)	-5	-4	4	7	-2	3	1	-1
Cc1ccc(Nc2c(N)c(=O)oc3ccccc23)cc1	2	5	13	14	16	5	-3	9
CCN(CC)S(=O)(=O)c1ccc(N=N/C(C(C)=O)=C(/C)O)cc1	2	0	14	-2	-16	3	0	-1
CCCNC(=O)C(Cc1cccc(OC)c1)NC(=O)c1ccc(C(C)(C)C)cc1 (centres undefined)	5	8	9	-3	4	4	0	0
CCOc1ccc(CCNC(=O)CCc2nnc3ccc(N4CCCC4)nn23)cc1OCC	2	-8	12	12	6	21	-2	0
COc1ccc(-c2c(C)n([O-])c(C)c(C)[n+]2=O)cc1	4	-2	-5	3	-5	-1	-3	-27
NC(=O)NC(=O)CSc1nnc(-c2ccco2)n1Cc1ccccc1	7	-10	10	-2	0	-34	3	-10
CCCC(Oc1ccc(Br)cc1)c1nc2c3cc(OC)c(OC)cc3nc(=S)n2[nH]1 (centres undefined)	25	25	36	-5	34	2	3	-5
NC(=NC(=O)c1ccc(OCC(F)(F)F)nc1)c1ccc(Cl)cc1	2	-9	-6	8	5	3	-1	1
O=C(c1ccc(S(=O)(=O)Nc2ccccc2F)cc1)N1CCC1	6	4	-5	-7	-7	0	8	-15
COc1cc2c(cc1OC)C(C)N(C(=O)Cc1ccc(C(F)(F)F)cc1)CC2 (centres undefined)	0	-1	7	-10	-3	14	0	-6
COc1ccc(-c2c(C(F)(F)F)oc3c(CN4CCN(C)CC4)c(O)ccc3c2=O)cc1	0	-2	-46	-21	-10	2	-1	11
COCCOC(=O)c1nccnc1C(=O)Nc1ccc(S(=O)(=O)N2CCOCC2)cc1	-2	-8	10	10	0	-4	-3	0
Cc1ccc(-n2cccn2)c(CN2CCCC(C(=O)c3ccc4c(c3)OCO4)C2)c1 (centres undefined)	-1	6	9	12	6	29	-5	15

2 records picked at random from those above, as already listed:
SMILES	CXCR6 inh	ATG4B inhibitor	CCR6 antag	APJ antagonist	UBC13 inh	Gli-Sufu antag	APJ ag	EBI2 antag
O=C(NCC1CCN(c2ccc(S(=O)(=O)N3CCOCC3)cc2)CC1)Nc1ccccc1	-11	-7	9	-10	1	-6	1	-10
O=C(c1ccc(S(=O)(=O)Nc2ccccc2F)cc1)N1CCC1	6	4	-5	-7	-7	0	8	-15

Following part.
SMILES	CXCR6 inh	ATG4B inhibitor	CCR6 antag	APJ antagonist	UBC13 inh	Gli-Sufu antag	APJ ag	EBI2 antag
S=c1[nH]cnc2sc(Nc3ccccc3)nc12	5	15	7	·	·	45	·	4
Cc1ccccc1OCC(=O)Nc1ccccc1C(=O)N1CCCCC1	-1	2	6	-8	13	-8	-6	1
Cc1ncc([N+](=O)[O-])n1S(=O)(=O)c1ccc2c(c1)OCCO2	-2	2	6	·	·	9	·	1
COCCNC(=O)C(c1ccc(C)o1)N(Cc1cccs1)C(=O)c1snc(C(N)=O)c1N (centres undefined)	-3	7	7	-20	5	-34	5	-2
O=C(CSc1ccccc1)NCC(c1ccco1)N1CCCCC1 (centres undefined)	7	3	13	-3	7	3	-4	6
CC(C)n1c(Oc2ccc(F)cc2)nc2c1c(=O)n(C)c(=O)n2C	-2	3	1	11	8	-1	-4	6

Compounds above with an aryl thioether with sulfur outside any ring, in the order listed:
SMILES	CXCR6 inh	ATG4B inhibitor	CCR6 antag	APJ antagonist	UBC13 inh	Gli-Sufu antag	APJ ag	EBI2 antag
CSc1ccc(CNc2cccc3ccccc23)cc1	-1	5	12	11	1	-4	-2	-3
NC(=O)NC(=O)CSc1nnc(-c2ccco2)n1Cc1ccccc1	7	-10	10	-2	0	-34	3	-10
O=C(CSc1ccccc1)NCC(c1ccco1)N1CCCCC1 (centres undefined)	7	3	13	-3	7	3	-4	6
